DNA FID counter = counter-screen for HCV NS3 helicase inhibitors: DNA intercalator displacement; AID 1845; 290,000 compounds, 0.17% hits; inhibition, % at 7.9 µM; DNA fluorescent intercalator displacement, fluorescence; in the data active = inhibition above about 37%;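 also: 0% = vehicle and 100% = reference compound; higher means more ethidium bromide displaced from hairpin DNA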
MEKK2 WT-MEK5 = raises or lowers MEK5 binding to wildtype human MEKK2 PB1 domain. bead flow cytometry, Alexa488-MEK5 binding to MEKK2 WT; actives lie on both sides. Q9Y2U5. binding response (% of control), % at 10 µM. 290,000 compounds, 1.1% hits. AID 1531; in the data active = binding response below about 67% or above about 130%
PfM18AAP inh = PfM18AAP enzyme inhibition. recombinant PfM18AAP, H-Glu-NHMec fluorogenic cleavage. inhibition, % at 7.35 µM. 290,000 compounds, 1.2% hits. AID 1822;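 active = inhibition above the campaign mean inhibition over all tested compounds plus 3 SD, cut at about 28% in these data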;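 also: 0% = plate median of test compound wells and 100% = 2 mM ZnCl2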
MEKK2 mut-MEK5 = signal of MEK5 binding to mutant human MEKK2 PB1 domain. bead flow cytometry, Alexa488-MEK5 binding to MEKK2 mutant. percent response, % at 10 µM. 290,000 compounds, 0.35% hits; in the data active = percent response above about 24%, passing the limit was not always enough; also: inactives centre near 1; some results filed as inactive read as strong as hits; reference of the scale not given here
MEKK3 PB1 HTS = modulators (inhibitors or enhancers) of MEK5 binding to human MEKK3 PB1 domain; Q99759; bead-based flow cytometry, Alexa488-MEK5 binding to MEKK3; actives lie on both sides; 0 = blocked by unlabeled MEK5, 100 = vehicle; binding response (% of control), % at 10 µM; 290,000 compounds, 1.4% hits; AID 1529;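 active = binding response more than 3 SD above or below the average of its plate-row segment, actives on both sides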;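 also: Alexa488 bead fluorescence after subtracting the streptavidin-only scavenger bead signal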
Target sequence (Q99759 whole entry, looked up, the tested form may be a part): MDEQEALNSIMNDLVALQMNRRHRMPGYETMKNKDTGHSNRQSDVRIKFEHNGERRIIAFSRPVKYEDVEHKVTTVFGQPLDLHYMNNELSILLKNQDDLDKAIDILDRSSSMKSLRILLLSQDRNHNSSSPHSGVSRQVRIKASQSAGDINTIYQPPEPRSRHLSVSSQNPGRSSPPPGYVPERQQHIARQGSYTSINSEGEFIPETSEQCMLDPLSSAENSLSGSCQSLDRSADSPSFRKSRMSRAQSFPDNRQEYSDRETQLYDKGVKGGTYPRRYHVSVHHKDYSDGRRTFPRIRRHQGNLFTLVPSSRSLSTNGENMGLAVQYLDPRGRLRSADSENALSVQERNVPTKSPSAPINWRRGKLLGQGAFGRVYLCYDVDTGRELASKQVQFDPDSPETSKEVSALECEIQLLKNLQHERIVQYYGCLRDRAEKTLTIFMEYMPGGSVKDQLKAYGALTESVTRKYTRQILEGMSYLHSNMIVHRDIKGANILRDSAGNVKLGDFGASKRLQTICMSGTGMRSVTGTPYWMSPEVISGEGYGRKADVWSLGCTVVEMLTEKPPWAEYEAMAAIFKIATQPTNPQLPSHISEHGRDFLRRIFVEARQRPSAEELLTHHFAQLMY
OXTR ag = human OXTR agonism. P30559. CHO-OTR cells, Fluo-8 calcium fluorescence; normalized: DMSO 0%, oxytocin 100%. activation, % at 3 µM. 320,000 compounds, 0.32% hits. AID 2435;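 active = activation above the mean of all tested compounds plus 3 SD, cutoff set per screening run, cut at about 20% in these data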;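 also: peak over basal fluorescence ratio from a 100 s FLIPR kinetic read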
Target sequence (P30559 whole entry, looked up): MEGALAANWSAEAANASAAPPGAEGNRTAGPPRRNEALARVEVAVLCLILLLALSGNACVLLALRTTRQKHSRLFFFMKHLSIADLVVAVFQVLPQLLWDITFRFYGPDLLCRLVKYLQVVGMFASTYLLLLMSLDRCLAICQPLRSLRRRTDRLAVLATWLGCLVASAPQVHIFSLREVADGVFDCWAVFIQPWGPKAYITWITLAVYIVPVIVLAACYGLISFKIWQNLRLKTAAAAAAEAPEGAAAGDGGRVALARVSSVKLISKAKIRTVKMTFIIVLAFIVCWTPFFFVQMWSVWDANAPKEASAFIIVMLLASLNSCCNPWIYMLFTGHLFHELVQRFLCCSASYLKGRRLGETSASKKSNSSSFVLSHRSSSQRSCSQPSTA
PHOSPHO1 block = inhibitors of human PHOSPHO1 phosphatase | recombinant PHOSPHO1, absorbance phosphatase assay | inhibition, % at 13.3 µM | Q8TCT1 | AID 1565 | 290,000 compounds, 1.1% hits; in the data active = inhibition above about 60%
NALP1 yeast inh = blocks the NALP1 inflammasome reconstituted in yeast; S. cerevisiae NALP1/ASC/caspase-1 growth, X-gal OD620, 72 h; 280,000 compounds, 0.61% hits; AID 2071; inhibition, % at 10 µM; in the data active = inhibition mostly above about 24%, no sharp cut-off; inactive = mostly below about 32%; also: some compounds called inactive have numbers as strong as hits
GPR7 antagonist = antagonists of human GPR7 (neuropeptides B/W receptor 1); AID 1861; P48145; inhibition, % at 4.4 µM; GPR7-expressing cells, fluorescence antagonist assay; 290,000 compounds, 1.1% hits; in the data active = inhibition above about 16%, passing the limit was not always enough;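 also: cells stimulated with the agonist NPW; 0% = agonist with vehicle and 100% = vehicle without agonist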
* = called active by the depositor; . = no result given; [ ] = another dose, or the depositor's remark.

smiles	MEKK3 PB1 HTS	NALP1 yeast inh	GPR7 antagonist	MEKK2 mut-MEK5	OXTR ag	MEKK2 WT-MEK5	DNA FID counter	PfM18AAP inh	PHOSPHO1 block
CCN(C(=O)COC(=O)c1cn(-c2ccccc2)nc1-c1ccccc1)C1CCS(=O)(=O)C1 (configuration not stated)	97	5	-8	-8	-0.4	90	-29	-4	48
O=C(CCC1CCCCC1)Nc1cccnc1	106	2	17	4	-0.9	105	1	-3	-4
CC1Cc2ccccc2N1C(=O)CNc1ccccc1N1CCCCC1 (configuration not stated)	104	5	-6	-5	-1.6	101	-11	3	4
Cc1cc(C)n(-c2ccc(C(F)(F)F)cc2[N+](=O)[O-])n1	58	-15	-3	-14	-1.0	59	-6	-3	-8
CCCc1cc(NCCN(C)C)n2c(nc3ccccc32)c1C#N	112	18	-6	6	-0.3	116	8	7	36
CN(C)S(=O)(=O)c1cccc(C(=O)OCC(=O)NCc2ccc3c(c2)OCO3)c1	109	-4	6	-6	1.0	103	-13	-5	4
CCOc1ncccc1C(=O)OCC(=O)N1CCN(S(=O)(=O)c2ccccc2)CC1	98	0	-9	1	-1.4	97	-20	-3	5
Cc1c(-c2nn(C)c(=O)c3ccccc23)oc2ccc(F)cc2c1=O	108	11	-2	13	0.3	108	-5	7	0
COc1ccc(C2C(C(=O)c3sc(C)nc3C)=C(O)C(=O)N2CCN2CCOCC2)cc1 (configuration not stated)	102	17	4	8	.	103	5	12	-1
COc1cc(C(=O)NCc2ccccc2)cc(Br)c1OC	102	19	-15	5	-1.0	102	-10	1	4
Cc1cccc(CN(C)CCc2ccccn2)c1	99	8	-4	-1	0.6	98	4	20	46
COc1ccc(CNCCC(c2ccc(OC)cc2)c2ccccc2OC)cc1 (configuration not stated)	106	36	35	21	8.7	147*	6	-15	11
Cc1ccc(OCCNC(=O)CNC(=O)c2ccc(C)cc2)cc1	98	18	-9	2	-1.0	103	-23	4	43
COc1ccc(/C=N/OCC(=O)N(Cc2ccc(OC)cc2)c2ccccc2C(=O)O)cc1	87	.	-3	-1	-0.5	100	-26	9	-1
Cc1nc(S(=O)(=O)N(C)Cc2ccccc2)c(C#N)c(C)c1Cl	108	2	-4	8	-0.1	110	-6	-9	36
COc1ccc(NC(=S)N(CCCOC(C)C)C2CCN(C(C)=O)CC2)cc1Cl	103	1	0	5	1.1	100	-23	3	46
CCN(CC)S(=O)(=O)c1ccc(NCc2ccccn2)nc1	101	26	8	3	1.5	112	3	3	30
Cc1ccc(C(=O)N2CCC(C(=O)NC3CCCC3)CC2)cc1	103	9	-10	-1	1.1	100	-11	-13	37
O=S(=O)(c1ccccc1)n1cc(-c2ccccn2)c(N2CCOCC2)n1	107	0	-15	-1	-0.2	95	-10	3	40
c1ccc(C2Nc3ccccc3Oc3ccccc32)cc1 (configuration not stated)	107	2	-12	-1	-1.5	107	-4	3	-9
Cc1ccc(SCc2cn3cc(Cl)ccc3n2)cc1	101	.	-3	-2	-4.4	100	-19	11	-7
CC(C)OC(=O)CSc1ncnc2c1cnn2-c1ccccc1	99	5	0	1	-0.1	102	-7	3	11
CCOC(=O)c1[nH]c(C)c(C(=O)Nc2ccc3c(c2)OCCO3)c1C	99	38	-10	2	0.6	102	-13	-4	10
O=C(Nc1ccc(Oc2cccc(C(F)(F)F)c2)nc1)c1ccco1	98	12	-7	-3	3.6	90	-22	0	24
COCCCn1c(SCC(=O)Nc2cccc(C(=O)OC)c2)nnc1-c1ccncc1	99	8	-8	-2	0.3	94	-21	-1	0
CCS(=O)(=O)N1CCN(c2ccccc2)CC1	99	5	-7	-4	3.3	93	1	2	-19
CN1C(=O)CC(N2CCN(c3ccc(Cl)cc3)CC2)C1=O (configuration not stated)	97	10	-3	-1	0.7	97	-2	-8	-1
CCOC(=O)C1=C(N)N(c2ccccc2)C(=O)C1	96	4	0	-2	-1.0	98	-5	-1	-1
COc1ccc(-c2[nH]ncc2CN(C)Cc2cccnc2)c(OC)c1	106	4	-12	4	0.8	108	-1	-3	31
CCOC(=O)c1ccccc1NC(=O)Cc1sc(-c2cccnc2)nc1-c1ccc(C)cc1	97	17	-5	-1	-1.0	98	-7	-3	-8
CCCN1C(=O)C2C(C(=O)Nc3cccc(OC)c3)C3C=CC2(O3)C1C(=O)NC1CCCCC1 (configuration not stated)	100	-8	5	2	-0.5	103	-6	-7	1
O=C(Cn1nc(C(F)(F)F)c2c1CCC2)NC1CCCCC1	89	21	-11	-6	0.2	85	-3	6	10
CCOc1ccc(NC(=O)c2cc3c(=O)n(C)c4ccccc4c3n2C)cc1	99	-2	-10	-1	-0.6	96	1	-12	-1
CC(C)n1c2ccccc2c2cc([N+](=O)[O-])ccc21	105	25	-8	-1	-1.1	95	2	3	4
CCOc1nc(Nc2ccc(OC)cc2)nc(OCC)n1	103	11	-2	1	-2.2	105	-8	5	11
CCn1c(-c2ccccc2)c(C(=O)CCl)c2ccccc21	96	26	-7	-14	-2.4	81	-22	6	16
C=CCn1c(SCC(=O)Nc2cc(C)on2)nnc1C1COc2ccccc2O1 (configuration not stated)	103	14	-5	-2	0.5	105	-35	-11	-4
O=C(N/N=C/c1ccccn1)c1cccc(S(=O)(=O)N2CCCC2)c1	102	.	-3	6	-0.4	102	-8	2	39
CCCCOc1ccc(C(C)NC(=O)CCS(=O)(=O)Cc2ccc(Cl)cc2)cc1 (configuration not stated)	89	17	-5	0	1.4	101	-2	-14	-4
CNC(=S)N(Cc1ccc(OC)cc1)C1CC(=O)N(c2ccc(OC)cc2)C1=O (configuration not stated)	106	14	-1	6	3.9	103	-11	-10	2
CC(=O)n1cc([C@H]2C=C(C(=O)N3CCN(Cc4ccc5c(c4)OCO5)CC3)O[C@@H](OCCCCO)C2)c2ccccc21	101	-3	-6	3	2.7	100	-29	4	28
CC1CC(C)CN(C(=O)CNS(=O)(=O)c2ccc(Br)s2)C1 (configuration not stated)	99	8	4	-3	3.1	99	-20	-3	3
Cn1cc(S(=O)(=O)c2ccccc2)c(=O)c2cc(F)c(N3CCOCC3)cc21	96	-2	-11	2	-0.1	96	-12	5	58
COc1cccc(CNC(=O)CCC2CCCN(C(=O)c3cc(C4CC4)[nH]n3)C2)c1 (configuration not stated)	101	21	-9	2	-1.0	99	-20	-9	20
COc1ccc(/C=C2\SC(=O)N(CC(=O)NC3CCS(=O)(=O)C3)C2=O)cc1 (configuration not stated)	100	14	-6	-4	0.3	96	-2	9	29
Cc1cc(C)nc(-n2cc(C(=O)c3cc(F)ccc3O)cn2)n1	103	22	-2	1	-1.4	98	-13	3	0
CS(=O)(=O)N(CC(=O)NCCSCc1ccccc1Cl)c1ccc(F)cc1	111	2	-7	11	0.0	114	-27	-1	34
O=C(NCCNc1ccc([N+](=O)[O-])cc1)c1ccccc1Br	99	0	0	3	2.9	101	5	2	18
COc1ccccc1S(=O)(=O)Cc1ccc(C(=O)N2CCN(c3ccccc3)CC2)o1	86	-6	-3	-12	1.0	89	-33	-7	-4
Cc1ccc2cc(CCNC(=O)c3ccc(S(=O)(=O)N4CCOCC4)cc3)c(=O)[nH]c2c1C	97	10	2	2	2.0	101	-49	-4	43
CCOc1ccccc1N1CCN(C(=O)c2ccc(-c3ccc(OC(C)=O)cc3)cc2)CC1	102	6	19	1	-1.9	103	-39	-4	6
COc1ccccc1C1C(C#N)=C(N)N(N(C)C)C2=C1C(=O)CC(C)(C)C2 (configuration not stated)	97	24	-4	1	-0.6	93	-16	3	24
COc1ccc(C2(C)NC(=O)N(CC(=O)NCc3ccccc3F)C2=O)cc1 (configuration not stated)	102	21	-8	-1	1.1	99	-5	-3	36
CS(=O)(=O)N1CCN(C(=O)Cc2ccc(Br)cc2)CC1	101	6	-8	1	0.8	105	-2	-2	25
CC(CCc1ccccc1)NCC(O)COc1ccccc1 (configuration not stated)	106	24	-12	0	7.0	102	19	3	29
Cc1nnc2sc(-c3ccc(NC(=O)c4ccc(-c5ccc(Cl)cc5Cl)o4)cc3)nn12	77*[inhibitor]	.	-12	-5	-0.8	83	-1	4	.
Cc1ccc(S(=O)(=O)c2cc3ccc(O)cc3oc2=O)cc1C	103	18	8	4	8.6	105	-17	-1	24
CCOC(=O)c1ccc(NC(=O)CSc2nnc(COc3ccccc3OC)n2CC)cc1	99	-24	-15	4	-0.9	98	-4	5	-8
O=C(NCc1cccc(Cl)c1)NCc1cccc(Cl)c1	100	42	9	-2	-2.2	102	-1	-7	-13
Cn1nnnc1SCC(=O)Nc1cccc([N+](=O)[O-])c1	101	19	-13	-7	0.2	95	0	-7	12

Brought forward from above: 3 compounds, followed by the next part.
smiles	MEKK3 PB1 HTS	NALP1 yeast inh	GPR7 antagonist	MEKK2 mut-MEK5	OXTR ag	MEKK2 WT-MEK5	DNA FID counter	PfM18AAP inh	PHOSPHO1 block
CCOC(=O)c1ccc(NC(=O)CSc2nnc(COc3ccccc3OC)n2CC)cc1	99	-24	-15	4	-0.9	98	-4	5	-8
O=C(NCc1cccc(Cl)c1)NCc1cccc(Cl)c1	100	42	9	-2	-2.2	102	-1	-7	-13
Cn1nnnc1SCC(=O)Nc1cccc([N+](=O)[O-])c1	101	19	-13	-7	0.2	95	0	-7	12
COc1cccc(NC(=O)c2ccccc2-c2nc(-c3cccc(C)c3)no2)c1	99	-40	5	-1	-1.1	98	-8	-5	-8
COc1ccc(Nc2nc(NCC3CCCO3)c3ccccc3n2)c(OC)c1 (configuration not stated)	94	19	-13	1	-3.5	105	13	-8	30
Cc1ccc(C(=O)COC(=O)c2ccccc2N2C(=O)C3C4CCC(C4)C3C2=O)cc1C (configuration not stated)	106	7	-2	-1	0.0	100	-1	4	-1
CCC(C)N1CCCCC1C(=O)Nc1c(C)cc(C)cc1C (configuration not stated)	95	1	-7	1	0.0	92	-1	-1	-1
CN1CCN(CC(=O)Nc2ccc(OC(F)(F)F)cc2)CC1	93	19	2	2	0.3	94	10	-5	7
Cc1ccc(-n2c(Cc3ccccc3)n[nH]c2=S)c(C)c1	101	-15	-15	3	-0.3	104	-31	0	-165
CCCCn1c(-c2ccccc2)cnc1SCC(=O)NCCc1ccc(OC)c(OC)c1	103	37	5	2	-1.9	103	-27	8	-26
Cc1ccc(Nc2nc(CSc3nnnn3-c3ccccc3)cc(=O)[nH]2)cc1	.	7	-9	.	0.7	.	-28	3	-10
O=C(CSCc1c[nH]c(=O)[nH]c1=O)OCC(=O)c1ccc(Br)cc1	99	-1	-8	-6	0.0	95	0	1	37
CC(C)(C)C(=O)Nc1nnc(SCC(=O)Nc2nccs2)s1	101	7	-12	5	0.5	105	-12	-2	43
Cc1cccc(-c2nnc(SCc3nc4ccccc4[nH]3)n2Cc2ccco2)c1	104	-21	-5	4	-1.2	102	-27	7	83*
CCCCn1c(SCC(=O)N(C)C)nnc1-c1ccncc1	98	6	3	-3	0.1	96	-1	-2	37
CC(=O)Nc1cc2c3c(c1)CCC(=O)N3CCC2	102	17	-5	3	-0.7	100	-6	-3	55
O=C(O)CCCNc1n[nH]c(=O)[nH]c1=O	99	20	0	-1	1.8	99	-3	-3	28
COc1ccc(-c2nnc(OCc3nc4ccccc4n3C)c3ccccc23)cc1	105	11	-6	-2	-1.9	96	-22	1	-14

From PubChem BioAssay
